MT1-MMP act inh = blockers of MT1-MMP proenzyme processing, primary screen, HT1080 RFP-PRO-GFP cells, GFP/RFP fluorescence; Matrix metalloproteinase-14 (Homo sapiens), P50281; GFP/RFP ratio fluorescence, overnight; percent of plate control window, DMSO zero; GFP/RFP ratio change, % at 20 µM; actives 0.061% (n = 360,000);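 active means GFP/RFP ratio change of at least 30% with cell ATP level not reduced by more than half and red fluorescence within 50% of control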; further: strong numbers were not always called active
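Assay system: HT1080 RFP-PRO-GFP cells | Dosing: 20 µM single dose, 1% DMSO | Incubation: Cells overnight before dosing, compound overnight, 37 °C, 5% CO2 | Evaluation: GFP/RFP fluorescence ratio | Control set: DMSO-only wells and HT1080 RFP-L50D-GFP cell wells as references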
Rpn11 block = Rpn11 (PSMD14) deubiquitinase inhibitors, primary screen, biochemical, fluorescence polarization, uHTS; 26S proteasome non-ATPase regulatory subunit 14 (Homo sapiens), O00487; human 26S proteasome, Ub4-pepOG fluorescence polarization; 20S core pre-blocked with epoxomicin; calls only at 20 µM; actives 0.59% (n = 360,000);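 active means inhibition at 20 µM, scaled to each plate's controls, above about 33%, limit read from the data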
SKN-1 inh = suppressors of acrylamide-induced Pgst-4::GFP reporter in worms, primary screen, SKN-1 inhibitor project, whole organism, uHTS, GFP/RFP fluorescence ratio, strain VP596; inhibition, % at 21.8 µM; actives 0.49% (n = 360,000); C. elegans VP596 Pgst-4::GFP/RFP ratio, 24 h;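 active means interference check ratio from 0.5 to 1.5 plus GFP to RFP signal ratio inhibition reaching or exceeding a fixed threshold, cut at about 30% in these data, passing the limit was not always enough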; further: some compounds called inactive have numbers as strong as hits
CSN deneddyl inh = inhibitors of CSN-mediated cullin deneddylation, primary screen, biochemical, fluorescence polarization, uHTS; actives 0.38% (n = 360,000); COP9 signalosome complex subunit 5 (Homo sapiens), Q92905; inhibition, % at 12.5 µM; AID 651999, 2013; Purified CSN, SCF-Nedd8-OG deneddylation;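 active means pattern-corrected inhibition above about 35%, with an unprinted fluorescence ratio check between 0.5 and 1.5, limit read from the data, passing the limit was not always enough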;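 further: 0% = enzyme with substrate and 100% = substrate without enzyme; some results filed as inactive read as strong as hits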
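Material: purified human Csn5 enzyme expressed in HEK293T cells / Medium: Tris buffer pH 7.5, NaCl, DTT, Tween-20, trehalose, ovalbumin / Compound dosing: 12.5 µM single point / Schedule: 90 min incubation of compound, enzyme and substrate at room temperature / Signal: fluorescence polarization of the substrate / Control set: no-enzyme wells high, enzyme-with-substrate wells low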
Rin1-Abl PPI inh = inhibitors of Rin1-Abl protein binding, primary screen, biochemical, TR-FRET; Tyrosine-protein kinase ABL1 (Homo sapiens) + Ras and Rab interactor 1 (Homo sapiens), …; AID 588664, 2011; inhibition, % at 7.35 µM; actives 0.4% (n = 360,000); in the data active means inhibition above about 5%, passing the limit was not always enough
NadD block = inhibitors of S. aureus NadD, primary screen, biochemical, colorimetric, uHTS | Nicotinate-nucleotide adenylyltransferase NadD (Staphylococcus aureus N315) | purified NadD enzyme, colorimetric absorbance read-out | inhibition, % at 20 µM | actives 0.78% (n = 360,000) | AID 602399, 2012; in the data active means inhibition above about 26%; further: some compounds past the cut are filed as inactive
Neddylation inh = inhibitors of cullin neddylation, primary screen, biochemical, TR-FRET, uHTS, NAE and Ubc12; actives 0.58% (n = 360,000); calls only at 25 µM; NEDD8-conjugating enzyme Ubc12 (Homo sapiens) + NEDD8-activating enzyme E1 regulatory …; AID 651699, 2012; in the data active means inhibition above about 36%
FAS-TE inh = FAS thioesterase domain inhibitors, primary screen, biochemical, fluorescence intensity, uHTS. Fatty acid synthase (Homo sapiens), P49327. recombinant FAS-TE, OMFH fluorogenic substrate, fluorescence endpoint. inhibition, % at 15 µM. actives 0.67% (n = 360,000). AID 602261, 2012;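 active means compounds whose normalised, plate-corrected inhibition of enzyme fluorescence in the single-dose primary screen is 50% or more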;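 further: 0% = DMSO with enzyme and 100% = substrate without enzyme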
Target sequence (P49327 whole entry, looked up, the tested form may be a part): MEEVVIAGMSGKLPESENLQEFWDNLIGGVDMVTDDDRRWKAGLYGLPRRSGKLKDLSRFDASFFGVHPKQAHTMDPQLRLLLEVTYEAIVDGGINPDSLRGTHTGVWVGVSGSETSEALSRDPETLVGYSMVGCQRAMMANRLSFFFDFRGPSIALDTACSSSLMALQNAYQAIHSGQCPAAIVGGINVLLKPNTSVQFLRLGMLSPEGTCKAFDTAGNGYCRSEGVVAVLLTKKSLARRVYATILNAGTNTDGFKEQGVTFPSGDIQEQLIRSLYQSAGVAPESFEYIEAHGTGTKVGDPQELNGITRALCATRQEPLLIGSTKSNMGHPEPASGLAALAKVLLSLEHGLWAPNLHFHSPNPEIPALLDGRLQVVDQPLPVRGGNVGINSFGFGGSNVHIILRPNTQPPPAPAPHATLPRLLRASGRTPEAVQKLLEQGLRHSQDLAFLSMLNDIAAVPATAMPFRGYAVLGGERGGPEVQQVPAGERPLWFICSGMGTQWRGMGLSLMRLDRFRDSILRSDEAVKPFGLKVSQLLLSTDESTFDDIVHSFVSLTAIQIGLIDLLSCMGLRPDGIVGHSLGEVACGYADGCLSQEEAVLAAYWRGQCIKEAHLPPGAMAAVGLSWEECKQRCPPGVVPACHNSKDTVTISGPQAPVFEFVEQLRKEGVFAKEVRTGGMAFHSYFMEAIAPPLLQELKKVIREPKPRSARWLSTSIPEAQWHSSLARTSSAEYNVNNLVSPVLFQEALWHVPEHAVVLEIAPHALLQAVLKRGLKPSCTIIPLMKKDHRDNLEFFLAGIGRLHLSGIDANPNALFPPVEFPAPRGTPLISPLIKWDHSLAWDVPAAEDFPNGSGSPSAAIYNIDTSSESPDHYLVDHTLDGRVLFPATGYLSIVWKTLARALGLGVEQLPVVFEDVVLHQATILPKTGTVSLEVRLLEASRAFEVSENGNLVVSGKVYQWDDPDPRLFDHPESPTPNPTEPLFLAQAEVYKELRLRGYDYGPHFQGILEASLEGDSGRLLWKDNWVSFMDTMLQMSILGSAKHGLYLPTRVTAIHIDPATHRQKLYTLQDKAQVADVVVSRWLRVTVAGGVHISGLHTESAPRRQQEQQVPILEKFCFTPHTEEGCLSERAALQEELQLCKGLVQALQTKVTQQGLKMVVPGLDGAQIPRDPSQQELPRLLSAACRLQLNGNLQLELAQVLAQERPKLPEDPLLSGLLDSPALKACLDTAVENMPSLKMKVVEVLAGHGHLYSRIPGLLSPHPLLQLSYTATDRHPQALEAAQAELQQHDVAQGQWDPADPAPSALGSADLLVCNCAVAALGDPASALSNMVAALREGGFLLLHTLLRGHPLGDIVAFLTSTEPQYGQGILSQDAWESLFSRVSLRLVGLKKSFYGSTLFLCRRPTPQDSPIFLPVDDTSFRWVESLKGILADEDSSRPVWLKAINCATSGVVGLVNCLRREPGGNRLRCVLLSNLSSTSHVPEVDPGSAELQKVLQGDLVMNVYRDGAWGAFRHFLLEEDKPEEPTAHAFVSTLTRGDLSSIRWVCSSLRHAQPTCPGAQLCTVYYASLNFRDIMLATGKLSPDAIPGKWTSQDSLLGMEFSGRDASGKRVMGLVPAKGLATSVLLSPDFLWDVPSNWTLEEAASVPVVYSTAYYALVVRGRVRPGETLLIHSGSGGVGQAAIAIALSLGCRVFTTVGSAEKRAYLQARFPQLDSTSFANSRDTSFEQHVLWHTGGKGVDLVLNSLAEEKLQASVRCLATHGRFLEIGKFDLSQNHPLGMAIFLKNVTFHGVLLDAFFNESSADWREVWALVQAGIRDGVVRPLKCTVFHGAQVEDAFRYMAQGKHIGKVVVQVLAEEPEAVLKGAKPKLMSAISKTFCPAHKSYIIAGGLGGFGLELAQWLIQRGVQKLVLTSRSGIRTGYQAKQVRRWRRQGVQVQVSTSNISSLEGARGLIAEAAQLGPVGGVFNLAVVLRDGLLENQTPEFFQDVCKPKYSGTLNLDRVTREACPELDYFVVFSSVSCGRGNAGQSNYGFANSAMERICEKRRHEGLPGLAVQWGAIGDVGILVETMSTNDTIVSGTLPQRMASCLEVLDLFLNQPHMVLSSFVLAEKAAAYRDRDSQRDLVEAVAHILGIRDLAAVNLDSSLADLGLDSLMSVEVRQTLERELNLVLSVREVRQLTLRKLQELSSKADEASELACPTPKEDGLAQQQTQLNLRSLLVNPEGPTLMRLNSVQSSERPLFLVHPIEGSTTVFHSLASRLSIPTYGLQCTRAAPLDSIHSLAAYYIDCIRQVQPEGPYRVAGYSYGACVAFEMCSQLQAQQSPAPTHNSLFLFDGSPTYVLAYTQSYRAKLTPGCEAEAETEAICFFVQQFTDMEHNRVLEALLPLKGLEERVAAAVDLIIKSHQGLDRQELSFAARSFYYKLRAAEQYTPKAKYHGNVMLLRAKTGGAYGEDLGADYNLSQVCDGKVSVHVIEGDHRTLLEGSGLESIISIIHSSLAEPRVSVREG
MLLE-PAM2 inh = inhibitors of PABP1 MLLE–PAM2 peptide binding, primary screen, biochemical, fluorescence polarization, FITC-PAM2, GST-MLLE | AID 588489, 2011 | inhibition, % at 20 µM | Polyadenylate-binding protein 1 (Homo sapiens), P11940 | actives 0.36% (n = 360,000); in the data active means inhibition above about 35%, passing the limit was not always enough;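 further: plate controls were DMSO wells with GST-MLLE for no effect and wells lacking GST-MLLE protein for full effect; some results filed as inactive read as strong as hits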
* = called active by the depositor; i = inactive; · = not tested or not shown.

# | compound | MT1-MMP act inh | Rpn11 block | SKN-1 inh | CSN deneddyl inh | Rin1-Abl PPI inh
1 | O=C(COC(=O)C1CCN(C(=O)Nc2ccccc2)CC1)NCC(F)(F)F | 0 | i | 8 | -4 | 2
2 | CCN1C(=O)C(Cc2nc3ccccc3c(=O)n2C)c2ccccc21 (stereo unspecified) | -1 | i | 6 | 6 | -4
3 | CCOc1ccc(N2CC(C(=O)Nc3ccc(S(=O)(=O)N4CCCC4)cc3)CC2=O)cc1 (stereo unspecified) | -1 | i | 5 | 2 | 0
4 | C[C@H](O)[C@@H]1C(=O)N2CCc3ccc(N4CCN(C)CC4)cc3[C@@H]2C[C@@H]1N(C)C(=O)c1ccc(C#N)cc1 | 1 | i | 12 | 3 | -1
5 | CC(C)n1nc(C(=O)Oc2cc(Cl)ccc2Cl)c2ccccc2c1=O | 2 | i | 5 | -5 | -1
6 | CC(NC(=O)Nc1ccccc1C(F)(F)F)C1CCCO1 (stereo unspecified) | 2 | i | -14 | -5 | 1
7 | Cc1cc(-c2cc(C(=O)NCc3ccccc3)on2)nc(S(C)(=O)=O)n1 | 4 | i | -7 | 1 | 0
8 | Cc1c(C)c2ccc(OCC(=O)NC3CCN(Cc4ccccc4)CC3)c(C)c2oc1=O | 4 | i | -11 | -2 | -4
9 | CC(=C/c1ccccc1)/C=N/n1c(C)n[nH]c1=S | -4 | i | -15 | 0 | -3
10 | CC(C)C(NS(=O)(=O)c1cccs1)C(=O)NCc1ccccc1Cl (stereo unspecified) | -3 | i | -6 | 3 | 1
11 | CC(c1ccc(F)cc1)n1cc(C(=O)NCCN(C)C)nn1 (stereo unspecified) | 3 | i | 13 | 1 | -2
12 | Cc1cccc(C2Nc3ccccc3C(=O)N2c2ccc(F)cc2)n1 (stereo unspecified) | -3 | i | 8 | 2 | -2

# | NadD block | Neddylation inh | FAS-TE inh | MLLE-PAM2 inh
1 | 0 | i | -7 | -17
2 | -2 | i | 4 | -10
3 | -3 | i | -2 | -17
4 | -2 | i | -4 | 14
5 | 0 | i | 0 | 5
6 | 0 | i | -10 | -10
7 | 1 | i | -12 | 5
8 | 0 | · | 4 | -1
9 | 1 | i | -5 | -19
10 | -1 | i | -6 | -7
11 | 0 | i | -6 | -12
12 | 1 | · | -6 | 8

Quoted at random: four records from the list, in no set order.
# | compound | MT1-MMP act inh | Rpn11 block | SKN-1 inh | CSN deneddyl inh | Rin1-Abl PPI inh
9 | CC(=C/c1ccccc1)/C=N/n1c(C)n[nH]c1=S | -4 | i | -15 | 0 | -3
12 | Cc1cccc(C2Nc3ccccc3C(=O)N2c2ccc(F)cc2)n1 (stereo unspecified) | -3 | i | 8 | 2 | -2
1 | O=C(COC(=O)C1CCN(C(=O)Nc2ccccc2)CC1)NCC(F)(F)F | 0 | i | 8 | -4 | 2
11 | CC(c1ccc(F)cc1)n1cc(C(=O)NCCN(C)C)nn1 (stereo unspecified) | 3 | i | 13 | 1 | -2

# | NadD block | Neddylation inh | FAS-TE inh | MLLE-PAM2 inh
9 | 1 | i | -5 | -19
12 | 1 | · | -6 | 8
1 | 0 | i | -7 | -17
11 | 0 | i | -6 | -12

Next structures follow.
# | compound | MT1-MMP act inh | Rpn11 block | SKN-1 inh | CSN deneddyl inh | Rin1-Abl PPI inh
13 | COc1ccc([N+](=O)[O-])cc1N(CC(O)CN1CCCCC1)S(=O)(=O)c1ccccc1 (stereo unspecified) | -1 | i | -11 | -9 | 0
14 | COC(=O)c1cc(Cl)c(NC(=O)/C=C/c2ccc(Cl)cc2)cc1OC | 0 | i | 7 | 2 | 0
15 | Nc1ccn([C@@H]2O[C@H](C(=O)Nc3cc(C(F)(F)F)cc(C(F)(F)F)c3)[C@@H](O)[C@H]2O)c(=O)n1 | -1 | i | 1 | 1 | 5
16 | CN(C)c1ccc(NC(=S)NCC2CCCO2)cc1 (stereo unspecified) | 4 | i | 5 | 4 | 0
17 | CCCCCCNc1c([N+](=O)[O-])c(=O)sc2ccccc12 | -8 | i | 10 | -2 | -1
18 | COc1ccc2nc(C(c3ccc(C)cc3)n3c(-c4ccccc4Br)nc4ccccc43)[nH]c2c1 (stereo unspecified) | -30 | i | 5 | 5 | 0
19 | CC12CC(c3ccccc3O1)N(C(=O)c1ccco1)C(=O)N2c1ccccc1 (stereo unspecified) | 1 | i | -36 | -5 | -2
20 | CCn1c(CNc2nc3ccccc3n2C(C)C)nc2ccccc21 | 1 | i | -6 | 2 | 1
21 | CCOC(=O)N1CCC(N2Cc3cccc(C(=O)Nc4ccc(OCC)cc4)c3C2=O)CC1 | -10 | i | 4 | -5 | -3
22 | CCOC(=O)C(C)n1cnc2c(nnn2Cc2ccc(C)cc2)c1=O (stereo unspecified) | 4 | i | 3 | 2 | 2
23 | CC1(C)CC(Cc2ccc(C(=O)c3ccccc3)cc2)N(C(=O)OC(C)(C)C)N1 (stereo unspecified) | 0 | i | -1 | 2 | -2
24 | CC(=O)Nc1nc(C)c(Oc2ccc(C)cc2)c(=O)[nH]1 | 0 | i | 12 | -3 | -2

# | NadD block | Neddylation inh | FAS-TE inh | MLLE-PAM2 inh
13 | -2 | i | 3 | -2
14 | -9 | · | 4 | -1
15 | -4 | i | -2 | -7
16 | 0 | i | -12 | -42
17 | -9 | i | 5 | 18
18 | 3 | i | 3 | -3
19 | -3 | i | 1 | 6
20 | 5 | i | -3 | 8
21 | -9 | i | 13 | -5
22 | -3 | i | 0 | -3
23 | 10 | i | -1 | 7
24 | -3 | i | -8 | -3

Compound profiles (already shown):
`Nc1ccn([C@@H]2O[C@H](C(=O)Nc3cc(C(F)(F)F)cc(C(F)(F)F)c3)[C@@H](O)[C@H]2O)c(=O)n1` as listed: MT1-MMP act inh = -1; Rpn11 block = i; SKN-1 inh = 1; CSN deneddyl inh = 1; Rin1-Abl PPI inh = 5; NadD block = -4; Neddylation inh = i; FAS-TE inh = -2; MLLE-PAM2 inh = -7
`CCOC(=O)N1CCC(N2Cc3cccc(C(=O)Nc4ccc(OCC)cc4)c3C2=O)CC1` as listed: MT1-MMP act inh = -10; Rpn11 block = i; SKN-1 inh = 4; CSN deneddyl inh = -5; Rin1-Abl PPI inh = -3; NadD block = -9; Neddylation inh = i; FAS-TE inh = 13; MLLE-PAM2 inh = -5

Remaining list, next part.
# | compound | MT1-MMP act inh | Rpn11 block | SKN-1 inh | CSN deneddyl inh | Rin1-Abl PPI inh
25 | Cn1c(=O)c(C(=O)COc2ccc(F)cc2Cl)c(N)n(Cc2ccccc2)c1=O | -4 | i | 1 | 0 | 2
26 | CC1CN(C(=S)Nc2ccc(Cl)cc2)CC(C)O1 (stereo unspecified) | 6 | i | 4 | 3 | 1
27 | FC(F)(F)c1cc(Cl)c2nc(-c3ccccc3)c(Cc3ccsc3)n2c1 | 2 | · | 34 | -3 | ·
28 | Cc1ccc(-c2nnc(/C=C/c3ccccc3)o2)cc1 | 4 | i | 11 | 4 | -3
29 | CC(=O)Nc1ccc(S(=O)(=O)N2CCN(c3nc4ccccc4n3CC(C)C)CC2)cc1 | -6 | i | 3 | 4 | -3
30 | CCN(Cc1ccccc1)c1ccc(/C=N/N2CCOCC2)cc1 | -5 | i | 18 | 3 | -2
31 | CN(C)c1nc(N/N=C/c2c[nH]c3ccccc23)nc(N2CCOCC2)n1 | -5 | i | -4 | 5 | 1
32 | CCOc1c(O)ccc(/C=C2\SC(=S)NC2=O)c1[N+](=O)[O-] | 4 | i | 7 | 10 | 0
33 | CC(=O)Nc1cccc(-c2nc3ccccc3o2)c1 | 1 | i | -7 | -1 | -2
34 | CCOC(=O)[C@]12CCCC=C1N(Cc1ccc(Cl)cc1Cl)C(=O)[C@H](CC(=O)NCCCCc1ccccc1)C2 | -6 | · | 4 | 0 | ·
35 | O=C(CN(c1ccc(F)cc1)S(=O)(=O)c1ccccc1)NC1CCCCCC1 | 2 | i | 5 | -2 | 1
36 | CCc1ccc(OCC(=O)Nc2cc(S(=O)(=O)CC)ccc2O)cc1 | 4 | i | 2 | -1 | 4

# | NadD block | Neddylation inh | FAS-TE inh | MLLE-PAM2 inh
25 | 1 | i | 19 | -8
26 | 6 | i | -1 | -36
27 | 5 | i | 28 | ·
28 | -4 | i | 9 | 10
29 | -1 | i | 11 | 0
30 | 3 | i | 6 | 18
31 | -1 | i | -6 | 2
32 | 1 | i | 4 | 6
33 | 0 | i | -2 | -13
34 | -6 | i | 16 | ·
35 | 0 | i | -5 | 4
36 | -5 | i | -10 | 3

Continuation:
# | compound | MT1-MMP act inh | Rpn11 block | SKN-1 inh | CSN deneddyl inh | Rin1-Abl PPI inh
37 | COc1cc(C2C(C(=O)c3ccc(C)o3)=C(O)C(=O)N2c2cc(C)on2)cc(Br)c1O (stereo unspecified) | -57 | i | 4 | 6 | 1
38 | COc1ccc(S(=O)(=O)NNC(=O)Nc2ccc(F)cc2F)c(OC)c1 | 0 | i | 0 | 2 | 2
39 | COc1cc(OC)cc(C(=O)Nc2ccc(NC(=O)c3ccco3)c(Cl)c2)c1 | 7 | i | 2 | 3 | -1
40 | CCOC(=O)Cn1nnnc1C(CC)N(Cc1cccs1)Cc1cc2cc(C)ccc2[nH]c1=O (stereo unspecified) | -6 | i | 12 | 1 | -1
41 | CCn1c(=O)cc(OCC(=O)N2CCc3ccccc32)c2ccccc21 | -1 | i | 9 | -7 | 0
42 | OCCCn1c(C2CCCN2c2nc(-c3ccc(Cl)cc3)cs2)nc2cc(Cl)c(Cl)cc21 (stereo unspecified) | 4 | i | 0 | -5 | 0
43 | CCOC(=O)C(C(C)=O)=C1SC2CS(=O)(=O)CC2S1 (stereo unspecified) | -3 | i | 0 | 2 | 3
44 | CN(C)S(=O)(=O)c1cccc(NC(=O)c2cc(-c3cccs3)nn2-c2ccccc2)c1 | -2 | i | 0 | -4 | -5
45 | COc1ccc([N+](=O)[O-])c(OC)c1C(=O)NC(=O)Nc1nc(C)nc(C)n1 | 0 | i | 18 | -1 | 0
46 | Cc1cc(Br)cc(C)c1NC(=O)c1ccccc1[N+](=O)[O-] | 0 | i | -4 | 0 | -1
47 | Cc1ccc(Cn2ncc3c(N4CCN(c5ccccc5C)CC4)ncnc32)cc1 | -15 | i | -1 | -1 | 1
48 | COc1ccc(NC(=O)c2cccnc2)c(OC)c1 | 5 | i | 11 | -3 | 4

# | NadD block | Neddylation inh | FAS-TE inh | MLLE-PAM2 inh
37 | 0 | i | -4 | -4
38 | -6 | i | -4 | 4
39 | -8 | i | 10 | -1
40 | -2 | i | -9 | 4
41 | -4 | i | 0 | -10
42 | 29 | i | 22 | -21
43 | 4 | i | -12 | -4
44 | 5 | i | 25 | 4
45 | -3 | i | 0 | 0
46 | -1 | i | -1 | 3
47 | 9 | i | 24 | 0
48 | 2 | i | -2 | 3

Compound activity (PubChem BioAssay)
